Screening results deposited in PubChem by National Center for Advancing Translational Sciences (NCATS).
TRHR enhancer = qHTS for Small Molecule Agonists and Allosteric Enhancers of Human TRH Receptor: Primary Screen for Enhancers; TRHR cells, fluo-8 calcium fluorescence, EC20 TRH enhancement; actives 0.66% (n = 360,000); enhancement, % at 2 µM; Thyrotropin-releasing hormone receptor (Homo sapiens), P34981; in the data active = enhancement above about 30%; note: 0% is about no effect
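Enhancer read-out: after compound pinning and an initial kinetic agonist-mode read, an EC20 of TRH (10 nM final) was injected and fluo-8 calcium signal (Ex 480/Em 530) followed at 1 s/cycle for 100 cycles in TRHR-expressing cells.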
D2 antag = HTS Assay for Allosteric Antagonists of the Human D2 Dopamine Receptor: Primary Screen for Antagonists | AID 485344, 2010 | actives 2% (n = 340,000) | inhibition, % at 10 µM | HEK293 TREx D2 cells, calcium flux, dopamine EC80 | D(2) dopamine receptor (Homo sapiens), P14416; in the data active = inhibition above about 30%; note: 0% is about no effect
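Tetracycline-induced HEK293 TREx cells expressing D2 receptor forced-coupled to calcium signalling, loaded with no-wash calcium dye. Compounds added and calcium flux read 180 s, then dopamine added at EC80 and read a further 180 s.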
D1 potentiator = Potentiators of Human D1 Dopamine Receptor: qHTS; AID 504651, 2011; actives 0.036% (n = 360,000); potentiation, % at 10 µM; D(1A) dopamine receptor (Homo sapiens), P21728; HEK293 TREx D1 cells, calcium flux, dopamine EC20 potentiation; in the data active = potentiation above about 30%; note: 0% is about no effect
RXFP1 antagonist = qHTS Assay for Antagonists of the Relaxin Receptor RXFP1; HEK293-RXFP1, relaxin-stimulated cAMP HTRF, 30 min; stronger effect = lower value; activity change, negative = inhibition, % at 57.5 µM; actives 0.59% (n = 350,000);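 active = activity change of -60% or lower, but not beyond a set lower limit; inconclusive = change between -60% and -40%, or beyond the set limit; inactive = change above -40%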; note: % is set by controls: 0 for no effect and ±100 for the full control effect
Target sequence (Q9HBX9 whole entry, looked up): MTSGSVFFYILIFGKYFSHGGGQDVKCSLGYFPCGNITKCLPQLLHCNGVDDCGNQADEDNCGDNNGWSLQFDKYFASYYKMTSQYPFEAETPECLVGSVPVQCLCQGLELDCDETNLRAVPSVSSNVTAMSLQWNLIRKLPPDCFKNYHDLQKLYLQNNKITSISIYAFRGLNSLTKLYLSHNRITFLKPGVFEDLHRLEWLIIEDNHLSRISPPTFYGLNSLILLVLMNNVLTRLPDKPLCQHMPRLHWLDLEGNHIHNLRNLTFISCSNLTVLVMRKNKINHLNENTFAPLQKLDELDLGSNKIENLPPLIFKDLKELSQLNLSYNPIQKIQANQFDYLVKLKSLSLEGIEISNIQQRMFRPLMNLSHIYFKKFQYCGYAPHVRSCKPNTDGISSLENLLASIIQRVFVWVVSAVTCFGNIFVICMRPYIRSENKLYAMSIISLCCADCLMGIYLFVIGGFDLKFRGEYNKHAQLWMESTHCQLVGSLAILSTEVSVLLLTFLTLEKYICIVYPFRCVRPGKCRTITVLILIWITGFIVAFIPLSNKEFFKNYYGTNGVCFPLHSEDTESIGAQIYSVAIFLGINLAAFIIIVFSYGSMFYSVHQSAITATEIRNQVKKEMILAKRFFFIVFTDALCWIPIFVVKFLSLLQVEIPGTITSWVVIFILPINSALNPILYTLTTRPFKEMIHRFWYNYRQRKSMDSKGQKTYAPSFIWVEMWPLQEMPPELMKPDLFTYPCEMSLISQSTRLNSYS
D1 ag = Allosteric Agonists of the Human D1 Dopamine Receptor: qHTS; activation, % at 2 µM; actives 1% (n = 360,000); HEK293 T-REx D1 cells, calcium flux, agonist mode; note: 0% is about no effect
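Agonism was scored from calcium flux recorded over 180 s (1 read/s) after pintool compound addition, following a 10-cycle baseline. Cells were inducible force-coupled HEK293 TREx D1, plated overnight at 30 C and loaded with no-wash calcium dye.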
D2 PAM = HTS Assay for Positive Allosteric Modulators of the Human D2 Dopamine Receptor: Primary Screen for Potentiators; D(2) dopamine receptor (Homo sapiens), P14416; actives 0.34% (n = 340,000); potentiation, % at 10 µM; HEK293 T-REx D2, calcium flux, EC20 dopamine potentiation;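 active = potentiation over 3 SD above the plate norm, cut at about 30% in these data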; note: 0% is about no effect
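Tetracycline-induced Hek293 Trex D2 cells, force-coupled to calcium, loaded with no-wash calcium dye. Compound added with 180 s kinetic read for agonism, then EC20 dopamine and a further 180 s read for potentiation.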
D2 ag = HTS Assay for Allosteric Agonists of the Human D2 Dopamine Receptor: Primary Screen for Agonists; D(2) dopamine receptor (Homo sapiens), P14416; HEK293 T-REx D2 cells, calcium flux agonist mode; activation, % at 2 µM; actives 0.53% (n = 340,000);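 active = activation over 3 SD above normal in the single-dose calcium agonist read, cut at about 30% in these data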; note: 0% is about no effect
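Agonism is scored from calcium flux in a force-coupled, inducible HEK293 cell line expressing D2, read kinetically for 180 s after compound addition against dopamine controls.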
TRHR ag = qHTS for Small Molecule Agonists and Allosteric Enhancers of Human TRH Receptor: Primary Screen for Agonists | TRHR cells, calcium flux fluo-8, FDSS agonist mode | actives 0.18% (n = 360,000) | Thyrotropin-releasing hormone receptor (Homo sapiens), P34981 | activation, % at 2 µM; note: 0% is about no effect
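Fluo-8-loaded TRHR cells; 10 s baseline, compound added, kinetic Ca2+ fluorescence read 1/s, agonist mode.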
D1 antag = Antagonist of Human D 1 Dopamine Receptor: qHTS; HEK293 TREx D1 cells, calcium flux, dopamine EC80; stronger effect = lower value; D(1A) dopamine receptor (Homo sapiens), P21728; activity change, negative = inhibition, % at 10 µM; actives 3.2% (n = 360,000); AID 504652, 2011; in the data active = activity change below about -30%; note: % is set by controls: 0 for no effect and ±100 for the full control effect
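Tetracycline-induced HEK293 Trex D1 cells, force-coupled to calcium, dye-loaded; compounds added and read 180 s, then EC80 dopamine added and calcium flux tracked kinetically another 180 s.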
An asterisk follows results filed as active; ? = inconclusive; . = not tested or not shown. Cut-off read from the data, not from the text of the source, unless noted: active = activation above about 30%; inactive = the rest.

SMILES	TRHR enhancer	D2 antag	D1 potentiator	RXFP1 antagonist	D1 ag	D2 PAM	D2 ag	TRHR ag	D1 antag
Cc1ccc(-n2nc3c(c2NC(=O)CCC2CCCCC2)CS(=O)C3)cc1 (stereo not drawn)	-9	8	.	.	1	16	-0.3	0.2	3
CC(=O)c1c(C)nc2ccc(Br)cc2c1C(=O)O	4	4	-2	.	3	-1	0.5	0.2	7
Nc1nc2ccc(O)cc2s1	3	.	-5	5	2	.	.	-1.1	-21
O=C(CN1CCCCC1)N1CCN(C(=O)CN2CCCCC2)CC1	1	3	-5	.	2	-4	1.1	0.1	3
CCC(=O)Nc1sc2c(c1C#N)CCCCC2	-2	10	0	-6	0	-4	0.0	-0.5	-4
COc1ccc(NC(=O)N2CCC(c3nc4ccccc4[nH]3)CC2)cc1	0	2	0	-38	2	-4	0.2	-0.1	-4
O=C(Nc1ccc(Cl)cc1)c1nc[nH]c1C(=O)N1CCc2ccccc2C1	12	51*	-4	.	-1	-21	2.3	-0.1	.
COc1ccccc1N(C(=O)c1ccco1)C(C(=O)NC1CCCC1)c1cccnc1 (stereo not drawn)	-10	21	-5	-24	0	0	0.2	-0.6	-16
COCCn1c(C)cc(C(=O)COC(=O)c2ccc3c(c2)NC(=O)CS3)c1C	-4	.	-2	-9	6	.	.	0.5	8
CCOc1ccc(NC(=O)Nc2ccon2)cc1	0	8	-1	2	1	-7	1.1	0.8	-2
COc1cccc(C(=O)Nc2nnc(-c3ccc(F)cc3)o2)c1	5	19	-3	.	1	-11	-0.2	-0.5	-21
Cc1cc(CN(C)C)c(O)c(C2(C)CCCCC2)c1	-2	-17	-1	-17	1	7	0.7	0.2	7
O=C(NCCCn1ccnc1)/C(=C\c1cccs1)NC(=O)c1cccs1	2	-16	4	-38	1	18	1.2	0.6	-4
O=C(NCc1ccco1)c1ccc(CS(=O)(=O)c2cccc(C(F)(F)F)c2)o1	-2	1	-3	-7	6	-5	0.8	0.3	3
Cc1cc(-n2c(C)cc(C(=O)CSc3[nH]c(=O)cc(C(F)(F)F)c3C#N)c2C)no1	1	30	-3	-6	3	-5	-0.1	0.7	-26
Cc1cc(C(=O)N2CCCC(Nc3ccc(F)cc3)C2)n(C)n1 (stereo not drawn)	-2	3	0	-2	4	2	0.7	1.1	2
O=C(O)c1nccnc1C(=O)Nc1ccccc1-c1ccccc1	13	-1	-5	-10	0	7	-1.0	-0.1	28
CCOC(=O)C1=C(C)NC(=O)NC1c1cn(-c2ccccc2)nc1-c1cccs1 (stereo not drawn)	2	15	-3	14	1	0	0.3	0.3	-4
Cc1sc(NC(=O)Cc2ccc3c(c2)OCO3)nc1-c1ccc2c(c1)CCN2C(=O)c1ccc(F)cc1	5	-3	0	-4	0	14	0.9	-0.6	0
C[C@@H]1CC=C[C@H]2[C@H]1C(=O)N(Cc1ccccc1)[C@H]2c1ccc2ccccc2c1/C=C/c1ccccc1	4	-14	-10	.	5	8	0.0	-0.6	-20
Cc1ccc(C(=O)CSc2cc(C)[nH]c(=O)n2)cc1	0	18	6	-1	0	4	0.9	0.8	1
O=c1[nH][nH]cc1C=NCc1cccc(C(F)(F)F)c1	-3	3	-4	6	2	3	1.0	0.2	0
CC1CN(C(=O)c2ccc(NS(=O)(=O)c3cccc(Cl)c3)cc2)CC(C)O1 (stereo not drawn)	-2	-1	-3	-24	3	-4	0.2	0.0	13
c1ccc2c(c1)nnn2Cc1nnc2sc(-c3ccncc3)nn12	-1	23	-9	-7	3	-1	0.2	0.1	-9
O=C(Nc1ccccc1)NC(Cc1ccc(O)cc1)C(=O)O (stereo not drawn)	-4	9	-1	-11	-1	8	-0.1	0.2	12
N#CC1=C(N)S[C@@H](C(=O)c2ccc(F)cc2)[C@@H]1c1cccs1	3	-15	-8	5	3	-3	1.3	1.1	-43*
Cc1[nH][nH]c(=O)c1N=Nc1ccccc1Cl	3	-2	-12	6	1	5	-0.1	0.3	16
CC(C)n1c(SCC(=O)Nc2ccccc2N2CCOCC2)nc2c1c(=O)n(C)c(=O)n2C	5	-6	-4	0	-1	-4	-2.0	-0.2	4
CC(=O)Nc1cc(C(=O)CSc2nnc(C3CC3)n2C2CC2)ccc1O	-1	13	-9	4	0	-3	0.0	0.2	7
CCN(CC(=O)NC1CCCCCC1)S(=O)(=O)c1ccccc1	-1	4	-4	1	4	-4	0.1	-0.4	8

Marked active in D2 antag (from the list above):
Compound	TRHR enhancer	D2 antag	D1 potentiator	RXFP1 antagonist	D1 ag	D2 PAM	TRHR ag	D1 antag
O=C(Nc1ccc(Cl)cc1)c1nc[nH]c1C(=O)N1CCc2ccccc2C1	12	51*	-4	.	-1	-21	-0.1	.

Carrying on:
SMILES	TRHR enhancer	D2 antag	D1 potentiator	RXFP1 antagonist	D1 ag	D2 PAM	D2 ag	TRHR ag	D1 antag
CCOc1ncccc1C(=O)NCCc1c[nH]c2ccccc12	4	.	-5	-4	4	19	.	1.2	-7
COc1ccc(F)cc1S(=O)(=O)Nc1cccc(-c2ccc(N3CCCCCC3)nn2)c1	1	.	4	-11	6	8	.	0.0	-4
O=C(Nc1ccc([N+](=O)[O-])cc1)c1cncc(Br)c1	-1	-3	2	-5	9	-4	0.4	0.3	-9
COc1ccc(-n2c(C)c3c(OC)cccc(=O)c3c2C)cc1	0	.	-8	-19	5	1	.	0.6	-7
Cn1c(C(=O)N2CCCC(C(=O)NCCN3CCOCC3)C2)cc2sccc21 (stereo not drawn)	14	-10	3	-15	1	1	-1.3	-2.1	6
O=C(OCCNC(=O)c1ccc2ccccc2n1)c1ccc(F)cc1	-20	-6	6	-3	0	-25	-0.4	-0.5	12
Cn1cc(CN2CCN(c3cnccn3)CC2)c(-c2cccc(Cl)c2)n1	-2	-1	-5	2	14	7	0.0	-0.6	-18
CCOc1cc(C(=O)Nc2ccccc2F)cc(Br)c1OCC	1	-13	1	?	1	1	-2.3	0.2	-1
Cc1ccc(/C=N/NC(=O)Cc2cccn2C)s1	-4	-6	-11	17	0	5	-2.4	-0.8	4
CN(C(=O)c1nc(-c2ccccc2)n(-c2ccccc2)n1)C1CCS(=O)(=O)C1 (stereo not drawn)	11	-12	-8	-6	2	-10	0.0	0.4	14
N/C(=N\OC(=O)c1ccc([N+](=O)[O-])cc1)c1ccccn1	-2	2	-3	8	3	-16	2.8	0.2	-11
COc1cc(NC(=O)c2cnc(N)o2)cc(C(=O)Nc2cccc(C(F)(F)F)c2)c1	-5	17	-2	?	2	-10	0.3	0.0	1
O=C(Nc1ccccn1)c1ccc2ccccc2n1	5	-7	-4	-4	4	3	-0.6	-1.3	4
CCSc1nnc(NC(=O)c2ccco2)s1	3	-11	-1	0	2	2	0.2	0.2	4
N#CC1=C(N)SC(N)=C(C#N)C1C1CC=CCC1 (stereo not drawn)	-3	2	-8	12	0	-5	1.5	0.4	-7

Two entries picked at random from those above:
SMILES	TRHR enhancer	D2 antag	D1 potentiator	RXFP1 antagonist	D1 ag	D2 PAM	D2 ag	TRHR ag	D1 antag
COc1ccc(F)cc1S(=O)(=O)Nc1cccc(-c2ccc(N3CCCCCC3)nn2)c1	1	.	4	-11	6	8	.	0.0	-4
N/C(=N\OC(=O)c1ccc([N+](=O)[O-])cc1)c1ccccn1	-2	2	-3	8	3	-16	2.8	0.2	-11

Following part
SMILES	TRHR enhancer	D2 antag	D1 potentiator	RXFP1 antagonist	D1 ag	D2 PAM	D2 ag	TRHR ag	D1 antag
CC(=O)Nc1ccc(S(=O)(=O)N2CCN3CCCC3C2)cc1 (stereo not drawn)	4	-1	-5	-1	0	6	1.0	0.1	4
Cc1nnc2sc(SCc3ccccc3Cl)nn2c1=O	-8	22	-7	-10	-1	1	-0.8	0.3	4
CCn1c(SCC(=O)Nc2ccc(C)cc2Br)nnc1-c1nonc1NC(C)=O	-5	.	2	-2	-1	10	-1.8	-2.4	-13
O=C(CCCc1nc2ccccc2s1)N1CCN(c2ccccc2F)CC1	-12	15	-2	-3	0	-7	0.5	0.0	-13
O=C(Nc1ccc(-c2nc3ccccc3s2)c(OC(=O)c2ccccc2)c1)c1ccccc1	19	7	-8	-6	4	-7	0.9	0.2	1
Cn1c(Cn2c(=O)sc3ccccc32)nnc1SCC(=O)NCC1CCCO1 (stereo not drawn)	-2	3	1	14	2	-1	-1.1	0.8	-2
CC(=O)c1ccc([C@@H]2C[C@]34CN(Cc5cccc(C(F)(F)F)c5)S(=O)(=O)[C@H]3C[C@H]2O4)cc1	2	15	-10	.	1	-1	-0.5	-0.3	-14
Cc1sc[n+](CC(=O)c2ccc(Br)cc2)c1C	8	-9	-3	15	5	8	0.6	0.5	-4

One compound at a time, from the list above. Values in the order: TRHR enhancer	D2 antag	D1 potentiator	RXFP1 antagonist	D1 ag	D2 PAM	D2 ag	TRHR ag	D1 antag
Cn1c(Cn2c(=O)sc3ccccc32)nnc1SCC(=O)NCC1CCCO1 (stereo not drawn) is listed as -2	3	1	14	2	-1	-1.1	0.8	-2
CC(=O)Nc1ccc(S(=O)(=O)N2CCN3CCCC3C2)cc1 (stereo not drawn) is listed as 4	-1	-5	-1	0	6	1.0	0.1	4
CC(=O)c1ccc([C@@H]2C[C@]34CN(Cc5cccc(C(F)(F)F)c5)S(=O)(=O)[C@H]3C[C@H]2O4)cc1 is listed as 2	15	-10	.	1	-1	-0.5	-0.3	-14

Rows are unselected (roughly 7.1% active in at least one column).
